Screening data as filed in PubChem.
TDP1 inh = qHTS Assay for Inhibitors of Tyrosyl-DNA Phosphodiesterase (TDP1); 350,000 compounds, 0.28% hits; recombinant TDP1, AlphaScreen DNA substrate cleavage; Potency, µM (highest dose often 130 µM), inactives show at the top dose activity change, negative = inhibition, usual class: inhibitors; also: nearly all actives have a fitted effect of over 40% in size
Target sequence (Q9NUW8 whole entry, looked up): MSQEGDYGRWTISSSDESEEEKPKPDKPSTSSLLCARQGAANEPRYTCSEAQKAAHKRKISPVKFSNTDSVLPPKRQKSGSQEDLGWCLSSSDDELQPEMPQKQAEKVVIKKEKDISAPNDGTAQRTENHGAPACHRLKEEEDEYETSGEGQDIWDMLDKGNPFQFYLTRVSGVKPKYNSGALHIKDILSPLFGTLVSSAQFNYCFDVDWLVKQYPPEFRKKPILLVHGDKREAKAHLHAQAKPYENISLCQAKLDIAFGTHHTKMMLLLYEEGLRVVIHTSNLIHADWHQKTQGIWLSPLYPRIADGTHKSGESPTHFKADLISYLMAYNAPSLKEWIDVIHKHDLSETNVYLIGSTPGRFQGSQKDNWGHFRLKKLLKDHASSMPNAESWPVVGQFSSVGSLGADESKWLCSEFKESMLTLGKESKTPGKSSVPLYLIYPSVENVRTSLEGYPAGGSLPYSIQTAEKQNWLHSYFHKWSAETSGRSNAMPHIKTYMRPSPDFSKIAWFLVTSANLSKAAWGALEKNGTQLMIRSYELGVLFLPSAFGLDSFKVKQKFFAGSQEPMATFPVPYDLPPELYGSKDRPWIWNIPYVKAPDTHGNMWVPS
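Tdp1 1 nM final; 15 min RT w/ cpd; substrate 15 nM, 5 min; beads 10 ug/ml, 10 min; AlphaScreen read. Neg ctrl: no enzyme.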
FEN1 inh = qHTS Assay for the Inhibitors of Human Flap endonuclease 1 (FEN1); Potency, µM (titrated, usually from 114 µM), inactives show at the highest dose activity change, negative = inhibition, usual class: inhibitors; 390,000 compounds, 0.35% hits; Recombinant FEN1 flap cleavage, fluorescence, 15 min; P39748; also: nearly all actives have a fitted effect of over 65% in size
Target sequence (P39748 whole entry, looked up): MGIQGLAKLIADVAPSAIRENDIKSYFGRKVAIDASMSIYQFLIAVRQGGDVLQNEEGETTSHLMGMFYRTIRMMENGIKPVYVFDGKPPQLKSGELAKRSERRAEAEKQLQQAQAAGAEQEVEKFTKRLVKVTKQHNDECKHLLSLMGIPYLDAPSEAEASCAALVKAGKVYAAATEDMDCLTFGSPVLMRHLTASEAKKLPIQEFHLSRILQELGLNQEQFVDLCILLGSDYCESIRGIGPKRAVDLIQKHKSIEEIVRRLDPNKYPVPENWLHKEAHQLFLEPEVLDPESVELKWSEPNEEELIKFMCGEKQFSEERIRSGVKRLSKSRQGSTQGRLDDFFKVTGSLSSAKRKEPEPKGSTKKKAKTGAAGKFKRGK
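Reaction started by adding substrate (50 nM final) to 10 nM enzyme after 15 min room-temperature compound preincubation. Reads at 0 and 15 min, with data normalized and fitted to a four-parameter Hill equation.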
N370S GC mod = qHTS Assay for Inhibitors and Activators of N370S glucocerebrosidase as a Potential Chaperone Treatment of Gaucher Disease; Potency, µM (doses to about 59.4 µM), inactives show at the top dose activity change, negative = inhibition, most hits filed as inhibitors; 330,000 compounds, 0.092% hits; N370S GC spleen homogenate, 4MU-glucoside fluorescence; Lysosomal acid glucosylceramidase (Homo sapiens), P04062;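 also: 0% = full enzyme activity and -100% = no enzyme basal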
Numbers without * were called inactive; ? = inconclusive; nt = not tested or not shown; & = joins results of further samples; [ ] = another dose, or the depositor's remark. Calls follow the shape of the dose curve; as a rule, active = well fitted curve in the direction sought with a large enough effect; inconclusive = small, poorly fitted or top-dose-only effect, or another doubt; inactive = no such curve, though single readings can be large; an effect the other way counts as inactive or inconclusive. Unless noted, % is scaled to controls: 0 for no effect and ±100 for the full control effect; potency is read from the fitted curve at half-maximal effect. Rows were taken by chance (roughly 0.53% active in at least one column).

SMILES	TDP1 inh	FEN1 inh	N370S GC mod
COc1ccc(CN2CCN(C(=O)c3cccc4ccccc34)CC2)c(OC)c1OC	nt	5%	3%
CCN(CC)C(=O)c1[nH]cnc1C(=O)N[C@@H](C)C(=O)OCc1ccccc1	5%	18%	7%
COc1cccc(NC(=O)CN(C)C(=O)c2ccc3c(c2)S(=O)(=O)N=C2CCCCCN23)c1	nt	-3%	-1%
CC(C)N(C(C)C)S(=O)(=O)c1ccc(NC(=O)c2cnccn2)cc1	nt	-5%	-3%
COCCNC(=O)C(c1ccc(F)cc1)N(Cc1ccccc1)C(=O)CCC(=O)Nc1nccs1 (stereo unspecified)	10%	12%	-3%
COCCNC(=O)CSc1nc2cc3c(cc2c(=O)n1CCCC(=O)NCc1ccc2c(c1)OCO2)OCO3	4%	-4%	nt
CC(CCc1ccccc1)NC(=O)c1ccc(F)cc1 (stereo unspecified)	nt	2%	1%
CN1CCc2c(sc3nc(SCC(=O)N4CCCCC4)n(-c4ccccc4)c(=O)c23)C1	5%	22%	28%
COc1ccc(OC)c(Nc2nc3ccccc3n3c(C)nnc23)c1	-4%[12.3 µM]	-2%	nt
COc1ccc(-c2ccc(OC)c([C@H]3[C@H]4C=CC[C@@H](C)[C@@H]4C(=O)N3Cc3ccccc3)c2)cc1C	2%	13%	19%
CCOc1ccccc1CNC(=O)C1CCN(S(=O)(=O)c2cccc3nonc23)CC1	2%	-1%	nt
CS(=O)(=O)N1CCCc2cc(C(=O)Nc3cccc(C(F)(F)F)c3)ccc21	0%	-18%	nt
O=C(Nc1nnc(Cc2ccccc2)s1)c1cccnc1	-10%	9%	1%
COCc1nnc(NC(=O)C2CC(=O)N(C3CCCCC3)C2)s1 (stereo unspecified)	2%[56.1 µM]	4%	-7%
Cc1ccc(NC(=O)CN2C(=O)S/C(=C/c3ccc(O)c([N+](=O)[O-])c3)C2=O)cc1C	79µM*	?	-18%
O=C(Nc1ncc(S(=O)(=O)c2ccc([N+](=O)[O-])cc2)s1)c1cccnc1	8%	-5%	-6%
c1cncc(-c2nn[nH]n2)c1	2%	-12%	4%
O=C(c1ccc2c(c1)N(Cc1c(F)cccc1Cl)C(=O)c1ccccc1S2)N1CCOCC1	5%	-17%	nt
O=C(O)CP(=O)(O)O	6%	-11%&-6%	30%&0%
Cc1ccc(NC(=O)CCCn2c(=O)c3cccn3c3ccccc32)c(C)c1	4%	-9%	nt
COc1ccc(-c2csc(CCn3nc(C)cc3C)n2)cc1	4%	-1%	-4%
Cc1cc(C(=O)N(C)CC(=O)Nc2cccc(F)c2)no1	-5%	3%	2%
COc1ccc(-n2c(Cc3cccn3C)nnc2SCC(=O)N2CCOCC2)cc1	5%	-15%	-2%
O=C(NCC1(N2CCCCC2)CCCCC1)c1ccc(S(=O)(=O)N2CCCC2)cc1	1%	12%	-4%
Cc1cc(C(=O)Nc2ccccc2C(=O)O)ccc1NC(=O)COc1cccc([N+](=O)[O-])c1	1%	-7%	0%
COC(=O)c1scc(-c2ccc(C)cc2)c1S(=O)(=O)Nc1cc(Cl)c(OC)cc1OC	7%	3%	nt
Cn1cc(S(=O)(=O)N2CCCCCC2)cc1C(=O)NCc1ccccc1Cl	4%	10%	nt
O=C(NCc1cccs1)NC1CCCCC1	0%	0%	-3%
COc1ccc(Cl)cc1NS(=O)(=O)c1cccc(C(=O)NCC2(N(C)C)CCCCC2)c1	2%	-10%	-21%
O=[N+]([O-])c1ccc(CSc2ncnc3c2ncn3[C@@H]2O[C@H](CO)[C@H](O)[C@H]2O)cc1	9%	nt	1%
CCCn1c(SCC(=O)NCc2ccc(Cl)cc2)n[nH]c1=O	-5%	0%	1%
c1ccc(COc2ccc(CNCc3cccs3)cc2)cc1	-2%	0%	0%
CCCCCn1c(CN2CCN(Cc3ccccc3)CC2)nc2c1c(=O)n(C)c(=O)n2C	5%	-3%	-9%
COc1cccc(/C=C2\SC(N3CCC(C)CC3)=NC2=O)c1OC	nt	-3%	-6%
Cc1ccc(C(=O)Oc2ccc(Cl)c3cccnc23)cc1[N+](=O)[O-]	4%	-15%	8%
O=C(N/N=C/c1c[nH]c2ccccc12)c1cccs1	4%	-19%	15%
COc1cc(OC)cc(C(=O)Nc2ccc(C(=O)NCC3CCCO3)cc2)c1 (stereo unspecified)	3%	-2%	0%
O=C(Nc1ccccn1)C1CCN(S(=O)(=O)c2ccc3c(c2)OCCCO3)CC1	nt	0%	-15%
COc1ccc(S(=O)(=O)NCc2ccc(C(=O)N(C)Cc3ccco3)cc2)cc1	-7%	5%	-1%
Oc1ccc(Nc2nc(-c3ccccc3)nc3ccccc23)cc1	nt	?	?

A different layout for some results above:
structure: O=C(N/N=C/c1c[nH]c2ccccc12)c1cccs1
  TDP1 inh: 4%
  FEN1 inh: -19%
  N370S GC mod: 15%
structure: COc1ccc(S(=O)(=O)NCc2ccc(C(=O)N(C)Cc3ccco3)cc2)cc1
  TDP1 inh: -7%
  FEN1 inh: 5%
  N370S GC mod: -1%
structure: COc1ccc(-n2c(Cc3cccn3C)nnc2SCC(=O)N2CCOCC2)cc1
  TDP1 inh: 5%
  FEN1 inh: -15%
  N370S GC mod: -2%

In another format: entries from further up
Cn1cc(S(=O)(=O)N2CCCCCC2)cc1C(=O)NCc1ccccc1Cl
  TDP1 inh: 4%
  FEN1 inh: 10%
  N370S GC mod: nt

O=C(NCc1cccs1)NC1CCCCC1
  TDP1 inh: 0%
  FEN1 inh: 0%
  N370S GC mod: -3%

COc1ccc(Cl)cc1NS(=O)(=O)c1cccc(C(=O)NCC2(N(C)C)CCCCC2)c1
  TDP1 inh: 2%
  FEN1 inh: -10%
  N370S GC mod: -21%

New compounds follow.
SMILES	TDP1 inh	FEN1 inh	N370S GC mod
O=C(c1cc(Br)c[nH]1)N1CCCCC1	nt	23%	1%
COc1ccc(CCNC(=O)Cn2c(=O)cc(C(F)(F)F)c3c(C)nn(C)c32)c(OC)c1	1%	-2%	nt
O=C(CN1C(=O)C2CC=CCC2C1=O)N1CCN(S(=O)(=O)c2ccccc2)CC1 (stereo unspecified)	0%	-2%	nt
Cc1ccc2cc(CCNC(=O)C(C)(C)C)c(=O)[nH]c2c1	6%	-2%	1%
COc1cc(C(=O)Nc2ccc(Cl)c(-c3nc4ncccc4o3)c2)cc(OC)c1OC	0%	9%	nt
O=C(c1ccc(F)cc1)c1c[nH]c(C(=O)NCc2cccnc2)c1	3%	-2%	-11%
O=C(Nc1ccc(F)cc1)Oc1ccc[nH]c1=O	-3%	-14%	5%
CCOC(=O)N1CCC2(CC1)C(C(=O)C13CC4CC(CC(C4)C1)C3)C2(C#N)C#N (stereo unspecified)	-4%	-2%	2%
COc1ccccc1CN1CC(C(=O)NCc2ncccc2C)CCC1=O (stereo unspecified)	4%[56.1 µM]	-16%	-4%
COc1cccc(CNC(=O)Cn2ccc3cc(S(=O)(=O)N4CCCCCC4)ccc32)c1OC	2%	-3%	1%
CCC(C)[C@H](NS(=O)(=O)c1ccc(C)cc1)C(=O)N1CCC(C(=O)N[C@H](C(=O)O)c2ccccc2)CC1 (stereo partly specified)	nt	1%	0%
Cc1cc(-c2ccc(C)c(S(=O)(=O)Nc3cc(C)on3)c2)on1	4%	19%	-7%
CCOc1ccccc1C(=O)NCC(c1cccs1)S(=O)(=O)c1ccc(F)c(C)c1 (stereo unspecified)	1%	-15%	nt
O=C(c1ccccc1)c1cnc[nH]1	4%	0%	3%
Cc1cc(=O)oc(C)c1C(=O)N1CCN(C)CC1	2%	-1%	-4%
Cc1cccc(C)c1NC(=O)CCS(=O)(=O)c1cccc2nonc12	6%[0.0935 µM]	-5%&-5%	1%
CC(C)N1CCC(n2nccc2NC(=O)c2ccc3c(c2)OCO3)CC1	1%[56.1 µM]	-1%	-2%
CN(C)c1ccc(P(=O)(COc2ccc([N+](=O)[O-])cc2)c2ccc(N(C)C)cc2)cc1	5%	8%	4%
CSc1ncc(C(=O)NCc2ccccc2)c(-c2ccccc2)n1	-1%	20%	nt
CCOn1c(=O)c(-c2ccccc2)[n+]([O-])c2ccccc21	nt	15%	-1%
COc1ccc2cc1Oc1ccc(cc1)CC1c3c(cc(OC)c4c3Oc3cc5c(cc3O4)CCNC5C2)CCN1C (stereo unspecified)	nt	?	-18%
CC(OC(=O)CCCN=C1NS(=O)(=O)c2ccccc21)C(=O)N(C)c1ccccc1 (stereo unspecified)	-3%	-1%	-3%
CC(C)C[C@H](NC(=O)[C@H](Cc1ccccc1)C[C@@H](O)[C@H](Cc1ccccc1)NC(=O)OC(C)(C)C)C(=O)N[C@@H](Cc1ccccc1)C(N)=O	5%	nt	8%
COc1cc(NC(=O)COC(=O)CCc2nc3ccccc3c(=O)[nH]2)cc(OC)c1	0%	1%	nt
O=C(COc1ccc(Cl)cc1)NCCSCc1ccccc1Cl	-5%	-6%	1%
Cc1cc(CC(C)C)n(-c2nc3ccccc3c(=O)n2OCC(N)=O)n1	8%	-9%	17%
Cn1c(=O)c2c(nc(N/N=C3\CCCc4ccccc43)n2Cc2ccc(F)cc2)n(C)c1=O	3%	3%	-17%
CC(=O)c1cccc(NC(=O)/C(=C/c2ccco2)NC(=O)c2ccco2)c1	3%	17%	-2%
CCc1ccc(/C=C2/SC(=S)N(CC(=O)Nc3nc4ccccc4s3)C2=O)cc1	8%	-4%	15%
O=C(NCCCc1ccccc1)c1cccs1	0%	-5%	0%
CC(C)CN1CCc2nc(-c3ccccc3)c3c(c2C1)COC(C)C3 (stereo unspecified)	5%[21 µM]	nt	-4%[12.8 µM]
Cc1c(Cl)cccc1NC(=S)N(Cc1cccs1)C1CCCC1	5%	-8%	8%
Cc1ccc2c(c1)C(=O)OC1(O)C3C4C=CC(C4)C3C(=O)N21 (stereo unspecified)	nt	-5%	0%
COc1ccc(CCNC(=O)CCc2c(C)nc3c(c(C)nn3-c3ccccc3)c2C)c(OC)c1	10%	-3%	nt
COc1ccccc1OC(C)C(=O)NNC(=S)NC1CCCC1 (stereo unspecified)	5%	-8%	18%
O=C(c1ccc2c(c1)OCCO2)N(Cc1cccnc1)c1nc2ccc(Cl)cc2s1	-3%	2%	nt
O=C(N/N=C/c1ccco1)C(O)c1ccccc1 (stereo unspecified)	nt	-10%	2%
Cc1ccc(OCC(=O)N/N=C/c2cn(C)c3ccccc23)cc1	nt	-1%	3%
NC(=O)c1c(NC(=O)c2ccc(F)cc2Cl)sc2c1CCC2	nt	10%	18%
Cc1cc(C)cc(NC(=O)Nc2ccccc2N2CCCCC2)c1	8%	0%	8%

Entries above marked active in TDP1 inh:
Compound,TDP1 inh,N370S GC mod
Cc1ccc(NC(=O)CN2C(=O)S/C(=C/c3ccc(O)c([N+](=O)[O-])c3)C2=O)cc1C,79µM*,-18%

Going on with the list.
SMILES	TDP1 inh	FEN1 inh	N370S GC mod
CCOC(=O)C1CCN(C(=O)COC(=O)c2oc3ccc(OC)cc3c2C)CC1	-1%[56.1 µM]	15%	nt
Cc1nn2c(COc3ccc(NC(=O)c4ccccc4Cl)cc3)nnc2c2ccccc12	3%	-5%	9%
CC(=O)Nc1ccc(/C=N/Nc2nncc3ccccc23)cc1	nt	2%	-25%
N#Cc1ccccc1NC(=O)COC(=O)CCc1ccc(S(=O)(=O)N2CCCCC2)cc1	7%	11%	7%
Cc1cccc(NC(=O)Cn2nnc3sc4c(c3c2=O)CC(C)(C)OC4)c1	1%	3%	1%
O=C(Nc1ccccc1F)C1CCN(S(=O)(=O)c2ccc3c(c2)CCCN3C(=O)C2CCC2)CC1	5%	9%	nt
CCCCC(=O)Nc1c(-c2ccc(OC)c(OC)c2)c(=O)c2ccccc2n1C	nt	-19%	-12%
O=C(NCCCCc1ccccc1)c1ccccc1F	-2%	-1%	4%
CCOC(=O)N1CCN(c2c(NCCCN(CC)Cc3ccccc3)c(=O)c2=O)CC1	2%	8%	-6%
COc1cnc(-c2ccccn2)nc1Sc1ccccc1	2%	-18%	-7%
Cc1ccc(C)c(NC(=O)C2C3CCCC2C3c2ccccc2)c1 (stereo unspecified)	-7%	-2%	15%
O=C(NCCN1CCN(C(=O)c2c(F)cccc2F)CC1)C(=O)Nc1ccc(Cl)cc1	3%	5%	-4%
CCOC(=O)c1ccsc1NC(=O)CCS(=O)(=O)c1ccccc1	2%[56.1 µM]	3%	-2%
CC(=O)c1ccc(OCCCN2CCCCC2)cc1	-3%	1%	0%
COc1cccc(/C=C/C(=O)N2CC(C)OC(C)C2)c1OC (stereo unspecified)	-5%	-2%	15%
CCC1S/C(=C(\C#N)C(N)=O)N(c2ccc(F)cc2)C1=O (stereo unspecified)	4%	0%	-3%
Cc1ccccc1NC(=O)CCN1C(=O)c2ccccc2Sc2ncccc21	5%	-3%	nt
Cc1cccc(Nc2nc(NCC3CCCO3)nc(N)c2[N+](=O)[O-])c1 (stereo unspecified)	3%	4%	-13%
COc1ccc2cc(C(=O)Nc3ccccc3)sc(=O)c2c1OC	16µM*	1%	13%
